# Screens deposited in PubChem by National Center for Advancing Translational Sciences (NCATS).
# AMA1-RON2 inh – inhibitors of Plasmodium falciparum AMA1-RON2 interaction | AlphaScreen AMA1-biotinylated RON2 peptide binding | Potency, µM (top dose mostly 58.2 µM), inactives show top-dose activity change, negative = inhibition, usual class: inhibitors | 360,000 compounds, 0.2% hits | AID 720542;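 note: potency is the fitted concentration of half-maximal effect; 0% = vehicle wells and -100% = peptide control; nearly all actives have a fitted effect of over 45% in size; some results filed as inactive show a strong effect at the top dose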
#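 AMA1 (3D7) with his tag at 25 nM final met compounds first, then biotinylated RON2 peptide at 25 nM; detection used donor plus acceptor beads, 10 µg/mL apiece, read by AlphaScreen after 30 min at room temperature.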
# Tb PYK inh – T. brucei pyruvate kinase inhibition; TbPYK enzyme, Kinase-Glo Plus ATP luminescence, 45 min; Potency, µM (highest dose often 76.8 µM), inactives show at the top dose activity, negative = inhibition, hits mostly inhibitors; 410,000 compounds, 0.12% hits; AID 624173; note: potency is the fitted concentration of half-maximal effect; nearly all actives have a fitted effect of over 50% in size
#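 Assay buffer: 50 mM TEA pH 7.2, 100 mM KCl, 10 mM MgCl2, 0.05% BSA, 0.01% Tween-20. Pyruvate kinase from T. brucei plus substrate met compound, then ADP (130 uM final). Luminescence was read post 45 min RT.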
# AmpC detergent – AmpC beta-lactamase inhibition with detergent present; P00811; AmpC hydrolysis of nitrocefin, absorbance 480 nm, 0.01% Triton; Potency, µM (titrated, usually from 114 µM), inactives show at the highest dose activity change, negative = inhibition, hits mostly inhibitors; 370,000 compounds, 0.041% hits;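 note: potency is the fitted concentration of half-maximal effect; 0% = no-compound wells and -100% = no-enzyme wells; nearly all actives have a fitted effect of over 25% in size; some results filed as inactive show a strong effect at the top dose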
# Target sequence (P00811 whole entry, looked up): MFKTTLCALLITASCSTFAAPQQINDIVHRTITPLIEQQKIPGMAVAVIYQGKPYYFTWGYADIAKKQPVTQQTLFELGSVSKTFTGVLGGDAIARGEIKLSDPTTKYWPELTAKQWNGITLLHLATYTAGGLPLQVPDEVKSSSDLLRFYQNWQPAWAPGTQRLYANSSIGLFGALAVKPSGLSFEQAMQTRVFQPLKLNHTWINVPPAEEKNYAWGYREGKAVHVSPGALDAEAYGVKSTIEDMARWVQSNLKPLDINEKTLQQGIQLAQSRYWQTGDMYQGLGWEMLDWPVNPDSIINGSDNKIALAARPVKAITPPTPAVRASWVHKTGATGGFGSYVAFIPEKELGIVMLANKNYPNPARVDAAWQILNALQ
#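 20 mM phosphate pH 7.0 + 0.01% (detergent screen) or 0.0001% Triton X-100; 5.3 nM AmpC reagent; cpd preinc 15 min RT; nitrocefin (800 uM stock) to start; A480 q20 s × 4 min; Activity was normalised to no-enzyme and no-compound control wells.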
# HCV inhibitor – blocks hepatitis C virus; Huh7.5.1 HCVcc-Cre infection, luciferase reporter, 44 h; AID 651820; Potency, µM (series often up to 41.8 µM), for the others: top-dose activity change, negative = inhibition, most hits filed as inhibitors; 340,000 compounds, 3.4% hits; note: potency is the fitted concentration of half-maximal effect
#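 Antiviral activity was scored by luciferase reporter output from cells infected with HCVcc-Cre (~0.5 moi) in presence of compound, 44 h infection period, cells seeded 1,000/well 4 h prior.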
# AmpC no deterg – blocks E. coli AmpC beta-lactamase in detergent-free assay; P00811; AmpC nitrocefin hydrolysis, absorbance 480 nm, 0.0001% Triton; Potency, µM (titrated, usually from 57.1 µM), for the others: top-dose activity change, negative = inhibition, usual class: inhibitors; 330,000 compounds, 0.52% hits; AID 485341;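 note: potency is the fitted concentration of half-maximal effect; plate controls were no compound for no effect and no enzyme for full effect; nearly all actives have a fitted effect of over 20% in size; some results filed as inactive show a strong effect at the top dose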
#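 AmpC (5.3 nM in the dispensed reagent) in 20 mM phosphate pH 7.0 with 0.01% (detergent screen) or 0.0001% Triton X-100 was preincubated with compounds for 15 min at room temperature. Nitrocefin was then added from an 800 uM solution, and hydrolysis was followed at 480 nm.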
# HCMV antiviral – blocks human cytomegalovirus replication; 410,000 compounds, 4.5% hits; AID 1259415; HFF cells, HCMV-luciferase reporter, 72 h; active compounds read low; activity change, negative = inhibition, % at 57.5 µM; in the data active = activity change below about -60%; inconclusive = no clear call, values can overlap the other calls; inactive = above about -39%
#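 Steps: HFFs plated, 16 h 37C; compounds added; HCMV-luciferase added to MOI 1 PFU/cell; 72 h 37C; OneGlo reagent, 5 min room temperature; luminescence read, normalized to controls.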
# LmPK inh – inhibitors of Leishmania mexicana pyruvate kinase | Q27686 | Potency, µM (highest dose often 57.5 µM), for the others: top-dose activity change, negative = inhibition, hits mostly inhibitors | purified LmPK, Kinase-Glo ATP luminescence, 1 h | AID 1721 | 290,000 compounds, 0.37% hits; note: potency is the fitted concentration of half-maximal effect
# Target sequence (Q27686 whole entry, looked up): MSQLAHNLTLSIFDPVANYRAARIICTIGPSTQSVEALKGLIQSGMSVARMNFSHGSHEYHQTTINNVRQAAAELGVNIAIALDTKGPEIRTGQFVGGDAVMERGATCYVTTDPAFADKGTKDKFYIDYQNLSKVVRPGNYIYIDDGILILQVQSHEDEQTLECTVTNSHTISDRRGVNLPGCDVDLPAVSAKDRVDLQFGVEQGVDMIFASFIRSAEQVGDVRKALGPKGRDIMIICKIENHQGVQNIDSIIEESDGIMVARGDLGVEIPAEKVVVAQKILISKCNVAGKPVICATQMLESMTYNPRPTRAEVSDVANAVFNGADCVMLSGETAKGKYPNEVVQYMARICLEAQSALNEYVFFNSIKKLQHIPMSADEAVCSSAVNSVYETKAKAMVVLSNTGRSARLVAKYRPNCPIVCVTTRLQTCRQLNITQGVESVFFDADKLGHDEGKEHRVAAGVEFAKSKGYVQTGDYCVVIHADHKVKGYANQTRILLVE
#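 qHTS format; LmPK 0.1 nM; substrates PEP 0.5 mM and ADP 0.1 mM. One-hour room-temperature incubation, then coupled luciferase luminescence; 0.5 nM enzyme wells mark activation.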
# * marks the source's active call; other numbers are inactive results; ? = inconclusive; / = no result given; [ ] = remark or other dose. Unless noted, calls come from the whole dose curve; as a rule, active = well fitted curve in the direction sought with a large enough effect; inconclusive = small, poorly fitted or top-dose-only effect, or another doubt; inactive = no such curve, though single readings can be large; an effect the other way counts as inactive or inconclusive. Unless noted, % is set by controls: 0 for no effect and ±100 for the full control effect.
no.	Compound	AMA1-RON2 inh	Tb PYK inh	AmpC detergent	HCV inhibitor	AmpC no deterg	HCMV antiviral	LmPK inh
1	CCOC(=O)C1=C(CS(=O)(=O)c2c(C)cc(C)cc2C)NC(=O)NC1c1cccc(OC)c1 (stereo unspecified)	/	-3%	19%	/	/	?	/
2	COc1cc(/C=N/NC(=O)c2ccccc2NS(=O)(=O)c2cccs2)ccc1O	38%[activator]	4%	-9%	8%	-35%	0	/
3	COc1cc(OC)cc(C(=O)OCC(=O)NC2CCCCCC2)c1	-2%	-7%	-2%	0%	-10%	-7	/
4	COCCn1c(SCC(=O)Nc2ccc(C(F)(F)F)cc2)nc2c([nH]c3ccccc32)c1=O	/	-4%	3%	/	/	2	/
5	Cc1ccc(S(=O)(=O)c2nc(S(C)(=O)=O)sc2N2CCC(C(N)=O)CC2)cc1	-5%	-1%	-1%	3%	-5%	-19	4%
6	COc1cccc(S(=O)(=O)N(C)C[C@@H]2OCc3cn(nn3)CCCC(=O)N([C@@H](C)CO)C[C@H]2C)c1	8%	7%	/	/	/	14	/
7	Cc1ccc(C23CC4CC(CC(C(=O)NN)(C4)C2)C3)cc1	58%[activator]	-2%	-22%	1%	-6%	-35	0%
8	COc1ncccc1C(=O)N1CCCC(N2CCN(c3ccc(F)cc3)CC2)C1 (stereo unspecified)	-15%	-2%	/	-26%	/	?	/
9	CCOc1ccc(N2C(=O)CC(NC3CCCCNC3=O)C2=O)cc1 (stereo unspecified)	12%	1%	-3%	11%	-14%	6	-6%
10	COC(=O)c1ccc(/C=N/Nc2nc(-c3ccc(Cl)cc3Cl)cs2)cc1	/	/	5%	/	-12%	/	1%

# An excerpt of these results, as labelled records:
5: Cc1ccc(S(=O)(=O)c2nc(S(C)(=O)=O)sc2N2CCC(C(N)=O)CC2)cc1
  AMA1-RON2 inh: -5%
  Tb PYK inh: -1%
  AmpC detergent: -1%
  HCV inhibitor: 3%
  AmpC no deterg: -5%
  HCMV antiviral: -19
  LmPK inh: 4%
6: COc1cccc(S(=O)(=O)N(C)C[C@@H]2OCc3cn(nn3)CCCC(=O)N([C@@H](C)CO)C[C@H]2C)c1
  AMA1-RON2 inh: 8%
  Tb PYK inh: 7%
  AmpC detergent: /
  HCV inhibitor: /
  AmpC no deterg: /
  HCMV antiviral: 14
  LmPK inh: /

# More records.
no.	Compound	AMA1-RON2 inh	Tb PYK inh	AmpC detergent	HCV inhibitor	AmpC no deterg	HCMV antiviral	LmPK inh
11	COc1ccccc1C(=O)COC(=O)c1cccs1	5%	6%	/	-4%	-24%	?	/
12	OCCC1CN(Cc2nc(-c3ccccc3)cs2)CCN1CCc1ccccc1 (stereo unspecified)	-11%	0%	-5%	?	133%[activator]	45	7%
13	O=C1C=C(c2ccccc2)CC(c2cccs2)C1n1cnc([N+](=O)[O-])c1 (stereo unspecified)	6%	-2%	7%	18%	-49%	31	-2%
14	Cn1nnnc1SCC(=O)Nc1nc2ccccc2s1	6%	-7%	-2%	-10%	-52%	94	2%
15	COc1ccc(OCC(O)Cn2c(NCCO)nc3c2c(=O)n(C)c(=O)n3C)cc1 (stereo unspecified)	/	-4%	15%	/	/	-36	/
16	COCOC1CCC2C3CCC4=CC(=O)CCC4=C3C=CC12C (stereo unspecified)	-8%	1%	/	18%	/	22	/
17	Cc1ccc(CCNC(=O)c2ccc(CSCc3ccccc3Cl)o2)cc1	/	7%[15.4 µM]	2%	/	/	0	/
18	Cc1cc(C)nc(N2CCCC(C(=O)Nc3ccc(F)cc3)C2)n1 (stereo unspecified)	3%	-5%	-1%	12%	-14%	-21	1%
19	COc1ccccc1N1CCN(C(=O)c2cc3c(=O)n(Cc4cccs4)ccc3nc2C)CC1	/	5%	21%	/	/	10	/
20	O=C(c1cccnc1)N1CCc2ccccc21	-1%	-20%	-1%	10%	-19%	148	3%
21	COc1cc(C(=O)NCC(=O)OCc2ccc(F)cc2)cc(OC)c1OC	-4%	2%	/	5%	6%	-8	/
22	O=C(NCCC1CCCCN1S(=O)(=O)c1ccccc1)C(=O)NCc1ccco1 (stereo unspecified)	3%	0%	?	?	0%	-25	/
23	CN(CC(=O)Nc1cccc(F)c1)C(=O)c1cccc(S(=O)(=O)N2CC3(C)CC2CC(C)(C)C3)c1 (stereo unspecified)	-5%	5%	0%	-8%	108%[activator]	-26	/
24	COC(=O)c1sc(N2C(=O)C(=O)/C(=C(/O)c3ccccc3)C2c2ccco2)nc1C (stereo unspecified)	39%[activator]	3%	-1%	4%	-24%	14	7%
25	Cc1c(C(=O)N2CCCCCC2)c(S(=O)(=O)NCc2ccccc2Cl)c(C)n1C	-5%	-1%	-4%	8%	51%	?	4%
26	C#CCOCCOCCOCCNc1nc(N2CCOCC2)nc(N2CCN(C(=O)Cn3cc(CC(C)O)nn3)CC2)n1 (stereo unspecified)	16%	6%	?	6%[8.37 µM]	-2%	-26	-4%
27	COc1cccc(OC)c1C(=O)NC(=O)Oc1c(F)cccc1F	7%	-7%	-9%	9%	-20%	-13	1%
28	COc1ccc(NC(=O)c2cc3ccccc3o/c2=N\NS(=O)(=O)c2ccc(C)cc2)cc1	3%	-22%	3%	15%	-20%	-14	-3%
29	CCCc1cnc(Nc2nc(C(N)Cc3ccc(C(F)(F)F)cc3)cs2)nc1 (stereo unspecified)	55%[activator]	1%	/	/	/	-39	/
30	Cc1ccc(CCNC(=O)CNC(=O)c2cccs2)cc1	-4%	0%	9%	26%	-26%	-13	1%
31	CCCC(=O)C1=C(c2ccc(C)c(C)c2)N(C(=O)CCC)n2c(CC)nnc2S1	/	-10%	4%	/	/	-76*	/
32	NC(=O)c1ccc(NC(=O)COC(=O)c2cc([N+](=O)[O-])ccc2N2CCOCC2)cc1	11%	-4%	-6%	?	-30%	1	/
33	O=C(NCCn1c(C(F)(F)F)nc2ccccc21)[C@H]1CCCN1c1nc(CN2CCCCC2)cs1	15%	-1%	-15%	11%	-20%	-21	0%
34	Cc1ccc(NC(=O)CSc2nnc(-c3ccc(Br)cc3)o2)c(C)c1	/	2%	8%	/	/	?	/
35	C=CCn1c(SCC(=O)NC2CCCCC2)nnc1C(C)NC(=O)c1cccs1 (stereo unspecified)	-6%	0%	-1%	-12%	/	14	0%
36	Cc1nc(C)n(C(C)CNC(=O)c2ccco2)n1 (stereo unspecified)	-7%	2%	-16%	11%	-13%	6	-3%
37	Cc1ccc(NC(=O)CN(C)CC(=O)Nc2cccc(F)c2)cc1S(=O)(=O)N1CCCCCC1	-20%	2%	2%	?	20%	-66*	-10%
38	O=C(c1ccc(F)cc1)N1CCC(C(=O)N2CCN(S(=O)(=O)c3ccccc3Br)CC2)CC1	84%[activator]	-3%	?	15%	91%[activator]	-20	/
39	Oc1ccc(N2CCN(C(c3cccs3)c3nnnn3CCc3ccccc3)CC2)cc1 (stereo unspecified)	-6%	?	-10%	?	-30%	?	-7%
40	Cc1ccc(O)c(N)c1	-3%	-8%	3%	-25%	-29%	/	/
41	CCC(C(=O)OCC(=O)c1ccc2c(c1)NC(=O)CO2)c1ccccc1 (stereo unspecified)	0%	4%	?	-1%	-20%	42	3%
42	COc1ccc(CCNC(=S)Nc2cc(C)ccc2C)cc1	-8%	-2%	0%	?	-13%	?	-1%
43	COc1ccc(NS(=O)(=O)c2cccc3nsnc23)cc1OC	3%	-2%	?	3%	-18%	-27	1%
44	CCOC(=O)C1(CCCc2ccccc2)CCN(C(=O)CCc2cnccn2)CC1	1%	-11%	1%	-21%	183%[activator]	-16	9%
45	Cc1cccc(C)c1OCc1cc(=O)n2c(-c3ccccc3)csc2n1	/	-2%	6%	/	/	-17	/
46	c1ccc(-c2csc(NC3=NCCCCC3)n2)cc1	9%	-2%	-21%	1%	1%	-6	-2%
47	O=C(CCSc1ccccc1)Nc1ncccn1	4%	-2%	-9%	0%	-11%	4	-1%
48	OC(c1nnc(-c2ccccc2)o1)c1cccs1 (stereo unspecified)	-8%	6%	5%	2%	-16%	-4	-11%
49	CCOC(=O)CNC(=O)c1sc(NC(=O)/C=C/c2ccccc2)nc1C	5%	0%	-10%	-15%	-4%	-25	1%
50	CCOc1cc(/C=C2\C(=O)N(c3ccc(C(N)=O)cc3)N=C2C)ccc1OC(=O)c1cccs1	-1%	-10%	5%	9%	6%	/	2%
51	COC(=O)c1ccccc1NC(=O)C1CC(c2ccccc2O)=NO1 (stereo unspecified)	6%	-1%	0%	-3%	-24%	-21	-11%
52	CC(C)CN(C(=O)C1CCC1)c1c(N)n(Cc2ccccc2)c(=O)[nH]c1=O	0%	6%	/	11%	-25%	-14	/
53	COC(=O)[C@]1(Cc2ccccc2)N[C@H](CN(C)C(=O)c2ccccc2)[C@@H]2C(=O)N(Cc3ccccc3)C(=O)[C@@H]21	-3%	0%	/	8%	27%	-16	/
54	CC(Sc1ccccc1)C(=O)N(CCC#N)Cc1cccnc1 (stereo unspecified)	-14%	5%	4%	8%	-14%	24	12%
55	C[C@]12c3[nH]c4ccccc4c3CCN1C(=O)C(CC(=O)NCCc1ccccn1)C[C@@H]2C(=O)N1CCOCC1 (stereo partly specified)	-10%	4%	/	-7%	25%	19	/
56	CCOC(=O)/C(=N\Nc1ccccc1Cl)N1CC(C)OC(C)C1 (stereo unspecified)	-14%	-16%	-6%	2%	114%[activator]	13	4%
57	COc1ccc(C2=NOC(C(=O)Nc3cccnc3)C2)cc1 (stereo unspecified)	5%	-3%	3%	-5%	-20%	67	-5%
58	O=C(NC1CC1)C1=C[C@@H](c2ccc3c(c2)OCO3)C[C@@H](OCCCCO)O1	-5%	0%	-7%	20%	-19%	-21	-1%
59	CC(=O)Nc1ccc(NC(=O)C(C)OC(=O)[C@@H]2CCCN2C(=O)c2cccs2)cc1 (stereo partly specified)	-3%	2%	/	-6%	-9%	-3	/
60	O=S1(=O)CC(N2CCCC2)CN1Cc1cn(Cc2ccccc2)nn1 (stereo unspecified)	0%	-4%	/	/	/	31	/
61	CCOC(=O)C1CCN(C(=O)c2ccccc2NS(=O)(=O)c2cc(C)ccc2C)CC1	-15%	2%	-3%	16%	-3%	26	1%
62	COc1cc(NC(=O)CCc2nnc3ccc(N4CCOCC4)nn23)cc(OC)c1OC	-8%	0%	1%	23%	-1%	-11	1%
63	CCCCNc1c(-c2ccc(-c3ccc(C(C)=O)cc3)c(OC)c2)nc2cnccn12	19%	-3%	-9%	?	115%[activator]	/	/
